VEEV TC-83 Vero – inhibitors of VEEV TC-83 cytopathic effect, confirmation, Vero cells (AID 588727); inhibition, % at 20 µM; hits with a dose series show IC50 in µM; Vero cells, VEEV TC-83 cytopathic effect inhibition; higher % means a stronger effect; actives 0.13% (n = 350,000); in the data active = a potency from the dose series; inconclusive = inhibition mostly from about 14% at the one dose, without a potency; inactive = the rest, 99 in 100 with inhibition below about 12%; also: strong numbers were not always called active
Salmonella PhoP GFP – PhoP regulon inhibitors, Salmonella typhi PhoP promoter GFP reporter, confirmatory (AID 1850); Salmonella Typhi PhoP-promoter GFP reporter, fluorescence, 4 h; higher % means a stronger effect; inhibition, % at 50 µM; hits with a dose series show IC50 in µM; actives 0.33% (n = 310,000); in the data active = a potency from the dose series; inconclusive = inhibition mostly from about 25% at the one dose, without a potency; inactive = the rest, 99 in 100 with inhibition below about 19%;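 also: 0% = induced wells with vehicle and 100% = uninduced wells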
M. tuberculosis HTS – M. tuberculosis growth inhibition, HTS (AID 449762); M. tuberculosis H37Rv growth inhibition, 7H9 media; higher % means a stronger effect; inhibition, % at 25 µM, or IC50 in µM where a hit was titrated; actives 0.59% (n = 330,000); in the data active = a potency from the dose series; inconclusive = inhibition above about 70% without an active follow-up result;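 also: bacterial growth assessed after seven days of incubation; strong numbers were not always called active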
tuberculosis growth – growth inhibition of non-replicating M. tuberculosis (AID 488890); Mycobacterium tuberculosis non-replicating, growth inhibition; higher % means a stronger effect; one-dose inhibition, % at 25 µM; IC50 in µM for titrated hits; actives 0.39% (n = 320,000); in the data active = a potency from the dose series; inconclusive = inhibition mostly from about 82% at the one dose, without a potency; inactive = the rest, 99 in 100 with inhibition below about 76%;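 also: plate controls were DMSO cells for no effect and high antibiotic wells for full effect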
H1N1 NS1A inhibition – H1N1 influenza NS1A inhibitors, functional cell based assay (AID 504329); inhibition, % at 12.5 µM, or IC50 in µM where a hit was titrated; NS1A functional cell-based assay, percent inhibition; higher % means a stronger effect; actives 0.3% (n = 340,000); in the data active = a potency from the dose series; inconclusive = inhibition above about 27% without an active follow-up result; also: strong numbers were not always called active
VEEV TC-83 Vero 10K pilot screen – further read-out of VEEV TC-83 Vero, marked with its call; inhibition, %; measured here: 10K pilot screen inhibition
* = called active by the depositor; i = inactive; ? = inconclusive; nt = no result given. This is a random part of the collection; any-hit rate near 1.5%.

SMILES | VEEV TC-83 Vero | Salmonella PhoP GFP | M. tuberculosis HTS | tuberculosis growth | H1N1 NS1A inhibition | others
CC(=O)NC(CC(=O)OCC(=O)N1CCc2ccccc21)c1ccccc1 (stereo not given) | 0.5% | 7% | -3% | -6% | -6%
O=C(Nc1ccccc1F)C1CCN(C(=O)NCc2ccccc2)CC1 | 1.4% | 1% | 3% | -10% | 8%
COc1ccc(N2CCN(C(=O)c3cc(N4C(=O)C5C6CCC(C6)C5C4=O)ccc3Cl)CC2)cc1 (stereo not given) | 0.7% | -1% | -8% | 11% | 4%
CCc1ccc(NC(=O)COC(=O)CCc2nc3cc(S(=O)(=O)N(CC)CC)ccc3n2C)cc1 | 0.1% | 1% | -3% | 31% | -5%
COc1ccc2c(c1)CCc1c-2n[nH]c1C(=O)O | 0.7% | 12% | 6% | 0% | 7%
COC(=O)C1=C(c2cc3ccccc3s2)C[C@@H]2CC[C@H]1N2C(=O)NCCCOC(C)C | 0.4% | -6% | 1% | 13% | 0%
CCOC(=O)N1CCN(C(=O)C2CCCN(c3ncnc4c3sc3cccc(F)c34)C2)CC1 (stereo not given) | 12% | nt | nt | nt | 6%
Cc1nc(-c2ccccc2)sc1C(N)=O | 0.9% | 17% | -6% | -1% | -1%
CCOC(=O)c1sc2nc(-c3cccnc3)ccc2c1N | 4.8% | 4% | 10% | 70% | -3%
Cn1cccc1Cc1nnc(SCC(=O)N2CCOCC2)n1-c1ccc(F)cc1 | 0.5% | -11% | -2% | -2% | 3%
O=C(NC(=S)N1CCc2ccccc21)c1ccco1 | 0.4% | 4% | ? | ? | -1%
O=C(COC(=O)COc1ccc(Cl)cc1)NCCCc1ccccc1 | 4.1% | nt | 1% | 64% | -12%
COc1ccc(OCc2nnc(SCC(=O)N3CCCC3)o2)cc1 | 0.2% | -17% | 10% | 47% | -10%
O=C(NNc1c2ccccc2nc2ccccc12)c1ccccc1O | ? | -3% | 18% | -5% | -2%
CCCN1CCN(C(=O)CCS(=O)(=O)c2cc3c(cc2Cl)NC(=O)CO3)CC1 | 0.3% | 0% | 2% | -13% | 7% | VEEV TC-83 Vero 10K pilot screen=0.3
Cc1ccc(OCCNc2ccc(S(=O)(=O)N3CCCC3)cn2)cc1 | 3.2% | nt | nt | nt | 3%
CCCOc1ccc(N2C(=O)CC(N3CCN(CCN=CC4=C(O)CC(C)(C)CC4=O)CC3)C2=O)cc1 (stereo not given) | 0.6% | -18% | 6% | 78% | 3%
COC(=O)CN(c1ccc(OC)c(OC)c1)S(C)(=O)=O | i | 5% | -2% | 5% | 2%
O=C(N/N=C/c1ccc(OCc2ccccc2)cc1)c1cc[n+](Cc2ccccc2)cc1 | i | -1% | -5% | 64% | 3%
O=C(Cc1ccc(Cl)cc1)NC1CCCCCC1 | i | -3% | 10% | 71% | -1%
O=C(N/N=C/c1cccc(C(F)(F)F)c1)c1ccccc1O | 1.1% | 1% | 1% | 7% | 2%
COc1cc(Cl)c([C@@H]2C[C@H]3CN(c4ccccc4)C(=O)[C@]34CCCN24)cc1OC | i | -4% | 4% | -5% | -1%
Cc1[nH]nc(SCC(=O)NCc2ccc(F)cc2)c1[N+](=O)[O-] | 0.3% | 0% | -8% | -7% | -2%
O=C(O)CCC(=O)Nc1ccccc1C(=O)NCc1ccccc1 | 0.9% | -7% | -1% | -13% | -5%
CCOC(=O)c1ccc(NC(=O)COc2ccccc2OC)cc1 | 1.2% | -4% | ? | 47% | -4%

By substructure: the entries above containing nitrogen in an aromatic ring (eleven)
SMILES | VEEV TC-83 Vero | Salmonella PhoP GFP | M. tuberculosis HTS | tuberculosis growth | H1N1 NS1A inhibition | others
CCc1ccc(NC(=O)COC(=O)CCc2nc3cc(S(=O)(=O)N(CC)CC)ccc3n2C)cc1 | 0.1% | 1% | -3% | 31% | -5%
COc1ccc2c(c1)CCc1c-2n[nH]c1C(=O)O | 0.7% | 12% | 6% | 0% | 7%
CCOC(=O)N1CCN(C(=O)C2CCCN(c3ncnc4c3sc3cccc(F)c34)C2)CC1 (stereo not given) | 12% | nt | nt | nt | 6%
Cc1nc(-c2ccccc2)sc1C(N)=O | 0.9% | 17% | -6% | -1% | -1%
CCOC(=O)c1sc2nc(-c3cccnc3)ccc2c1N | 4.8% | 4% | 10% | 70% | -3%
Cn1cccc1Cc1nnc(SCC(=O)N2CCOCC2)n1-c1ccc(F)cc1 | 0.5% | -11% | -2% | -2% | 3%
COc1ccc(OCc2nnc(SCC(=O)N3CCCC3)o2)cc1 | 0.2% | -17% | 10% | 47% | -10%
O=C(NNc1c2ccccc2nc2ccccc12)c1ccccc1O | ? | -3% | 18% | -5% | -2%
Cc1ccc(OCCNc2ccc(S(=O)(=O)N3CCCC3)cn2)cc1 | 3.2% | nt | nt | nt | 3%
O=C(N/N=C/c1ccc(OCc2ccccc2)cc1)c1cc[n+](Cc2ccccc2)cc1 | i | -1% | -5% | 64% | 3%
Cc1[nH]nc(SCC(=O)NCc2ccc(F)cc2)c1[N+](=O)[O-] | 0.3% | 0% | -8% | -7% | -2%

Next part.
SMILES | VEEV TC-83 Vero | Salmonella PhoP GFP | M. tuberculosis HTS | tuberculosis growth | H1N1 NS1A inhibition | others
CC(C)NC(=O)c1ccccc1S(=O)(=O)c1ccccc1C#N | i | -1% | 0% | -10% | 1%
CC(=O)c1ccc(N2CCN(c3ccc(C(N)=O)cc3[N+](=O)[O-])CC2)cc1 | 1.3% | -1% | 0% | -1% | -6%
Cc1ccc(NC(=O)Cc2nnc(SCC(=O)c3ccc(Br)cc3)n2C)cc1Cl | nt | -10% | 1% | -3% | nt
CCOC(=O)C1(Cc2ccc(OC)cc2)CCN(C(=O)CCc2cnccn2)CC1 | i | -2% | 2% | 1% | -10%
CCCCOC(=O)NC1CCc2cc(OC)c(OC)c(OC)c2-c2ccc(SC)c(=O)cc21 (stereo not given) | 8.2% | nt | nt | nt | 5%
CCNC(=O)/C(C#N)=C/c1c(N2CCCCCC2)nc2ccccn2c1=O | i | 0% | 0% | -5% | 6%
Cc1ccc2nc(NCc3ccccc3)c(C=O)c(=O)n2c1 | 0.1% | 6% | 3% | -27% | 11%
Cc1ccc(NC(=O)[C@@H]2CCCN2C(=O)[C@@H]2Cc3ccccc3CN2)c(C)c1 | 0.9% | 4% | 5% | 16% | -3%
CCCN(CCC)C(=O)c1c(C)[nH]c(C(=O)OCC)c1C | nt | -18% | -6% | 4% | nt
CCOc1ccc(OCc2ccc(C(=O)N/N=C(\C)c3ccccn3)cc2)cc1 | 9.7% | 2% | 91% | nt | -8%
C[C@H](NC(=O)c1nc[nH]c1C(=O)N[C@@H](CCCCN)C(=O)OC(C)(C)C)C(=O)OC(C)(C)C | 0.3% | -6% | 2% | -6% | -1%
C/C(=C(\C#N)C(=O)NC1CCCCC1)N(C)C | 1.3% | -9% | -3% | 2% | 6%
CCCCC(=O)Nc1ccc(S(=O)(=O)Nc2nccc(C)n2)cc1 | 1.1% | 5% | -5% | -4% | 4%
COC(=O)c1sc2ccccc2c1NC(=O)c1ccc(S(=O)(=O)N2CCCCC2)cc1 | 1.8% | 11% | 15% | -32% | -13%
CCCCNC(=O)CN(Cc1ccco1)S(=O)(=O)c1ccc(C(C)=O)cc1 | i | nt | 7% | 5% | -17%
CCCOc1ccc(/C=N/NC(=O)c2ccc(Cn3cc([N+](=O)[O-])cn3)o2)cc1 | 0.6% | 5% | -2% | 29% | 1%
CC(=O)c1c(C)oc2ccc(N(C(C)=O)S(=O)(=O)c3cccc([N+](=O)[O-])c3)cc12 | 0.8% | -1% | 4% | -18% | -6%
N#Cc1nc(COc2ccc(Br)cc2)oc1N1CCN(Cc2ccccc2)CC1 | 2.5% | nt | nt | nt | 4%
O=C(/C=C/c1ccc2c(c1)OCO2)c1c(O)n(CCC2=CCCCC2)c(=O)[nH]c1=O | 10% | -35% | ? | ? | -4%
CCCCCOc1ccc(CSC2=NCCN2)cc1[N+](=O)[O-] | 11% | 37µM* | 7% | i | -11%
Cc1ccc(NC(=O)CSCC(=O)N=c2sccn2C)cc1 | 9.2% | 1% | -10% | -6% | -1%
Cc1ccc(S(=O)(=O)N2CCCC2=O)c(C)c1N(C)S(C)(=O)=O | 1.0% | 1% | -4% | -2% | -1%
CCOc1cccc(NC(=O)CSc2sc3c(O)cc(=O)[nH]c3c2C#N)c1 | 3.1% | 1% | 8% | -1% | 13%
CCOC(=O)[C@@H]1[C@H]2COc3ccc(Br)cc3[C@H]2N2C(=O)N(c3cccc(C)c3)C(=O)[C@]12C | i | nt | 2% | 35% | -12%
COC(=O)c1[nH]c2cccc(OC)c2c1NC(=O)CN1CC(C)OC(C)C1 (stereo not given) | 2.0% | 12% | -4% | -9% | -3%
The list continues:
SMILES | VEEV TC-83 Vero | Salmonella PhoP GFP | M. tuberculosis HTS | tuberculosis growth | H1N1 NS1A inhibition | others
NS(=O)(=O)c1cccc(NC(=O)c2ccno2)c1 | i | -20% | -8% | -6% | -6%
O=C(Nc1ccccc1F)N1CCC(NC(=O)C23CC4CC(CC(C4)C2)C3)CC1 | 1.0% | -17% | -6% | -9% | 4%
NS(=O)(=O)c1ccc(NC(=O)CSc2nc3ccccc3nc2N2CCOCC2)cc1 | 3.4% | -3% | 3% | -3% | 3%
N/C(=N\OC(=O)Cc1cccs1)c1cccc([N+](=O)[O-])c1 | 2.9% | -5% | 19% | 28% | -3%
CCS(=O)(=O)c1ccc2c(c1)N(S(C)(=O)=O)CC(C(=O)NC1CC1)O2 (stereo not given) | 6.9% | -6% | 0% | 6% | -1%
Fc1ccccc1Nc1nc(Cl)nc(Cl)n1 | i | 10% | -11% | 1% | 4%
COC(=O)c1ccc(NC(=S)NC2CCc3ccccc32)cc1 (stereo not given) | 1.2% | -4% | 4% | ? | -3%
CN(C)C(=O)CCc1ccc2c3c([nH]c2c1)[C@]1(C)[C@@H](C(=O)N2CCOCC2)C[C@H](CC(=O)NCCN2CCOCC2)C(=O)N1CC3 | 0.3% | nt | nt | nt | -6%
O=[N+]([O-])c1cc(S(=O)(=O)C(F)(F)F)ccc1N1CCN(c2ccccc2)CC1 | 0.4% | -5% | 0% | 42% | 8%
CC(=O)c1c(C)[nH]c(C(=O)Nc2cccc3ccccc23)c1C | 3.7% | -14% | 0% | -1% | -3%
COc1ccc2c(c1OC)C(=O)N1N=C(c3ccc(-c4ccccc4)cc3)CC21 (stereo not given) | 2.3% | -12% | 0% | -9% | 0%
COc1ccc(N2CCN(C(=O)C3CCN(S(=O)(=O)N4CCOCC4)CC3)CC2)cc1 | i | nt | nt | nt | 1%
O=C(NCc1ccccc1)C(c1ccc(F)cc1)N(Cc1ccc2c(c1)OCO2)C(=O)Cn1nnc(-c2cccs2)n1 (stereo not given) | 0.6% | -8% | -6% | -12% | -2%
CCn1c(CC(=O)Nc2ccc(Cl)c(Cl)c2)nnc1SCc1ccc(C)cc1 | 0.7% | -10% | -13% | -11% | -4%
CC(Oc1ccccc1Cl)C(=O)Nc1ccccc1C(=O)N1CCOCC1 (stereo not given) | 0.9% | -8% | 3% | -9% | -10%
Cc1nn(-c2ccccc2)c(N)c1N=Nc1ccc2ccccc2c1 | 3.7% | -1% | 57% | 23% | 14%
CC(C)NCC(=O)NC12CC3CC(CC(C3)C1)C2 | 1.2% | 1% | 0% | 3% | 0%
Cc1nnc(-c2ccc(Oc3ccc(Br)cc3)c([N+](=O)[O-])c2)o1 | 0.2% | -2% | -4% | -2% | 1%
COc1cccc(CN2C(=O)C3CCCN3c3ccc(S(=O)(=O)N4CCOCC4)cc32)c1 (stereo not given) | nt | -8% | -9% | 17% | nt
CCOC(=O)C1CCN(S(=O)(=O)c2cccc(-c3csc(C)n3)c2)CC1 | 3.4% | -14% | 1% | 12% | 5%
Cc1[nH]c(=O)c(C#N)cc1-c1ccccc1 | 1.5% | -10% | 4% | 11% | 2%
Cc1cccc(OCCCn2c(CO)nc3ccccc32)c1 | 0.3% | 19% | -3% | 28% | -12%
NC(=O)COC(=O)c1c2c(nc3ccccc13)CCCCC2 | 2.2% | -9% | 0% | -2% | -2%
O=C(O)Cn1c(CCS(=O)(=O)c2ccc(Br)cc2)nc2ccccc21 | 0.5% | -2% | 4% | 8% | -2%
CC(C)=C1SC(N2CCN(c3ccc(C)cc3)CC2)=NC1=O | 1.6% | -6% | -3% | 16% | 5%
CC(C)OCC1CC(CC(=O)Nc2ccc([N+](=O)[O-])cc2)C(=O)O1 (stereo not given) | i | 12% | -4% | -14% | -4%
COC(=O)CCCC(=O)Nc1ccc(Br)cc1 | i | -9% | 5% | ? | 5%

Source: PubChem BioAssay
